CDK5 p35 inh: inhibitors of human CDK5/p35 kinase, primary screen, biochemical, single concentration | Cyclin-dependent kinase 5 (Homo sapiens) + Cyclin-dependent kinase 5 activator 1 (Homo … | Recombinant CDK5/p35, ADP-Glo luminescence, 60 min | inhibition, % at 10 µM | hit rate 0.01% among 330,000;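 active = highest replicate inhibition of at least 50% and at least 75% of replicates reaching 50%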;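 also: plate controls were DMSO neutral control for no effect and GW8510 at 10 µM for full effect; many of its hits are not listed in these tables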
C-LANA FP: inhibitors of KSHV C-LANA binding to DNA, primary screen, biochemical, fluorescence polarization, FAM-LBS DNA, MBP-C-LANA, single point; hit rate 0.078% among 340,000; inhibition, % at 9 µM;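 active = highest replicate inhibition at or above 60% at 9 µM, even if other replicates fall short; inactive = all replicates below 60% inhibition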;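 also: 0% = neutral control wells and 100% = 4 µM acridine orange control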
PfHsp90 set2: growth inhibition of PfHsp90-expressing yeast, primary screen, antimalarial PfHsp90 inhibitor project, S. cerevisiae, BacTiter-Glo luminescence, single point, set 2; hit rate 0.32% among 310,000; BacTiter-Glo ATP, 48 h; yeast lacking PDR1 and PDR3 efflux regulators; inhibition, % at 9.4 µM;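 active = every replicate shows inhibition above about 80%, whatever the replicate mean, limit read from the data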;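 also: 0% = DMSO neutral controls and 100% = 20 µM radicicol positive controls; yeast relying on Plasmodium falciparum Hsp90 in place of its own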
PvdQ acylase: P. aeruginosa PvdQ acylase inhibitors, primary screen, biochemical, fluorescence, plate reader and imaging, single point; PvdQ acylase [Pseudomonas aeruginosa LESB58]; purified PvdQ acylase; inhibition, % at 10 µM; hit rate 0.063% among 340,000; AID 488965, 2010; in the data active = inhibition above about 30%, passing the limit was not always enough;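 also: 0% = vehicle neutral wells and 100% = reference inhibitor wells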
NSD2 HMT inh: NSD2 histone methyltransferase inhibitors, primary screen, biochemical, AlphaScreen, single concentration, set 2; hit rate 0.54% among 310,000; inhibition, % at 12.5 µM; NSD2 peptide methylation, 120 min; AID 743445, 2014; in the data active = inhibition above about 50%
cardiac RTF act: cardiac RTF calcium sensitivity activators, primary screen, biochemical, IANBD-TnC fluorescence, EC20 calcium | hit rate 0.24% among 340,000 | IANBD-labeled TnC RTF fluorescence at EC20 calcium; 0% EC20 calcium, 100% full calcium | activation, % at 7.2 µM;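 active = activation above the mean over all tested compounds plus 3 SD, cut at about 30% in these data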;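 also: rise in fluorescence read as greater calcium sensitivity of cardiac thin filaments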
Mot1-301 SUMO: yeast Mot1-301 growth rescue at high temperature, primary screen, SUMOylation pathway inhibitor project, S. cerevisiae, ATP luminescence, 38.5C | S. cerevisiae Mot1-301 growth rescue; percent above DMSO median, 100 means doubled | growth rescue, % at 18.8 µM | hit rate 1% among 320,000;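 active = every valid replicate shows activation above 250% relative to neutral control wells; inactive = the rest, any valid replicate at or below 250%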;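 also: OY570 slx delta 5 strain wells were the positive control but not used for scaling; some compounds called inactive have numbers as strong as hits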
Keap1 Nrf2 FP: Keap1-Nrf2 protein-protein interaction inhibitors, primary screen, biochemical, fluorescence polarization, single point; Kelch-like ECH-associated protein 1 (Homo sapiens), Q14145; Keap1 Kelch-Nrf2 peptide fluorescence polarization, 1536-well; inhibition, % at 9.4 µM; hit rate 0.15% among 340,000; in the data active = inhibition above about 12%;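 also: human Keap1 Kelch domain with fluorescein labeled Nrf2 9mer peptide probe; 0% = neutral control wells and 100% = peptide positive control; higher means more block of Keap1 binding to Nrf2 peptide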
Cardiac RTF inh: cardiac RTF calcium sensitivity inhibitors, primary screen, biochemical, IANBD-TnC fluorescence, EC70 calcium; Troponin I, cardiac muscle (Homo sapiens) + Troponin T, cardiac muscle (Homo sapiens) + …; IANBD-labeled cardiac RTF, Ca2+ fluorescence; inhibition, % at 7.15 µM; hit rate 0.12% among 340,000; AID 493244, 2011;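 active = inhibition above the mean inhibition of all tested compounds plus 3 SD, cut at about 17% in these data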;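 also: assay run at fixed EC70 calcium of 1.6 mM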
Rtt109 HAT inh: inhibitors of C. albicans Rtt109/Vps75 HAT, primary screen, biochemical, ThioGlo CoA-SH fluorescence, plate reader; Histone acetyltransferase RTT109 (Candida albicans (strain SC5314 / ATCC MYA-2876)), …; purified Rtt109/Vps75, 4 h; inhibition, % at 34.9 µM; hit rate 0.16% among 330,000; AID 540336, 2011;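 active = inhibition of at least 50% in every replicate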
Target sequence (Q5AAJ8 whole entry, looked up): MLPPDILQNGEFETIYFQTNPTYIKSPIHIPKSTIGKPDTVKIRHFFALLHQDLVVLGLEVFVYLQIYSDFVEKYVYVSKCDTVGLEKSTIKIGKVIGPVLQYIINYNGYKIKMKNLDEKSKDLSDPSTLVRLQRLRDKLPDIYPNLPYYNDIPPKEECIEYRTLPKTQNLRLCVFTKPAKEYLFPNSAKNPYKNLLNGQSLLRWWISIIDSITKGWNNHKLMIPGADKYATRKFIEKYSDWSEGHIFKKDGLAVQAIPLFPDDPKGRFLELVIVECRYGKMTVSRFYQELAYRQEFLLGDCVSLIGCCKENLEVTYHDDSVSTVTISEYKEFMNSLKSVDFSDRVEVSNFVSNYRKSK
dFosB act: activators of delta FosB homodimer, primary screen, biochemical, fluorescence polarization, TAMRA-CDK5 oligo, single point | activation, % at 25 µM | purified delta FosB; percent of positive-control signal above neutral wells | AID 493131, 2011 | hit rate 0.99% among 340,000 | Protein FosB (Mus musculus), P13346;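 active = mean activation above about 17%, with every replicate also reaching it, limit read from the data, passing the limit was not always enough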;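 also: fluorescence polarization rise as delta FosB binds a TAMRA Cdk5 AP-1 oligo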
Target sequence (P13346 whole entry, looked up): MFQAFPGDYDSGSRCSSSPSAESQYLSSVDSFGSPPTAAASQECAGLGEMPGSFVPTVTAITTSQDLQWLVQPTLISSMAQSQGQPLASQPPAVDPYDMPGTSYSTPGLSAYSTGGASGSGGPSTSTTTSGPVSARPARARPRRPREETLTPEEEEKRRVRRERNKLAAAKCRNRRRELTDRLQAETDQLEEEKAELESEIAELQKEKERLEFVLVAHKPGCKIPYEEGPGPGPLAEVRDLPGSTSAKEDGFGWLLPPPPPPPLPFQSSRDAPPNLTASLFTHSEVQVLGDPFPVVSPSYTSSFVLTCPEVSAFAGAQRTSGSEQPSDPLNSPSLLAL
* hit, by the source's call. The order is random (roughly 3.2% active in at least one column).

`CCn1c(CNc2ccc(F)cc2)nnc1SCC(=O)Nc1ccccc1OC` gave CDK5 p35 inh -0.4, C-LANA FP 0.3, PfHsp90 set2 0.7, PvdQ acylase -8.3, NSD2 HMT inh 1.7, cardiac RTF act 4.0, Mot1-301 SUMO 1.5, Keap1 Nrf2 FP 4.5, Cardiac RTF inh -6.1, Rtt109 HAT inh -7.4 and dFosB act 2.2.
Screening O=C(CN1CCN(S(=O)(=O)c2ccc(C(F)(F)F)cc2)CC1)N1CCNC1=O returned CDK5 p35 inh 1.4, C-LANA FP 0.4, PfHsp90 set2 11.2, PvdQ acylase 6.5, NSD2 HMT inh -1.8, cardiac RTF act 0.5, Mot1-301 SUMO 119.6, Keap1 Nrf2 FP -2.6, Cardiac RTF inh -9.2, Rtt109 HAT inh -5.9 and dFosB act -1.9.
O=C(c1ccc(CS(=O)(=O)c2cccc(C(F)(F)F)c2)o1)N1CCN(c2ccccn2)CC1 was read as CDK5 p35 inh 0.9, C-LANA FP -0.5, PfHsp90 set2 -23.7, PvdQ acylase -7.2, NSD2 HMT inh -7.1, cardiac RTF act 0.2, Mot1-301 SUMO -7.1, Keap1 Nrf2 FP -2.4, Cardiac RTF inh -2.5, Rtt109 HAT inh -1.6 and dFosB act -4.7.
COc1ccc(NC(=S)NCCc2c[nH]c3ccc(OC)cc23)c(OC)c1 was read as CDK5 p35 inh -1.7, C-LANA FP -0.3, PfHsp90 set2 13.6, PvdQ acylase -9.6, NSD2 HMT inh 7.6, cardiac RTF act 12.1, Mot1-301 SUMO 156.5, Keap1 Nrf2 FP -5.2, Cardiac RTF inh -5.0, Rtt109 HAT inh 6.0 and dFosB act -8.2.
Screening Cc1ccc(CCNC(=O)CCS(=O)(=O)c2ccc3c(c2)oc(=O)n3C)cc1 returned C-LANA FP 0.8, PfHsp90 set2 10.3, PvdQ acylase -0.4, NSD2 HMT inh 0.2, cardiac RTF act -3.2, Mot1-301 SUMO 7.3, Keap1 Nrf2 FP -0.5, Cardiac RTF inh 1.4, Rtt109 HAT inh -3.5 and dFosB act 4.2.
Screening Cc1ccc(-c2nc(N/N=C/c3ccncc3)c3ccccc3n2)cc1 returned CDK5 p35 inh 0.0, C-LANA FP 0.5, PfHsp90 set2 17.1, PvdQ acylase 6.2, NSD2 HMT inh -0.1, cardiac RTF act -24.5, Mot1-301 SUMO 28.7, Keap1 Nrf2 FP -8.1, Cardiac RTF inh 5.4, Rtt109 HAT inh 13.0 and dFosB act -34.7.
`CCO[C@@H]1OC(C(=O)NCc2ccccc2)=C[C@H](c2cn(C(C)=O)c3ccccc23)[C@H]1CCCO` gave CDK5 p35 inh -2.2, C-LANA FP 1.9, PfHsp90 set2 9.1, PvdQ acylase 11.3, cardiac RTF act -9.3, Mot1-301 SUMO 9.5, Keap1 Nrf2 FP -2.2, Cardiac RTF inh 14.7, Rtt109 HAT inh 9.9 and dFosB act 0.5.
COc1cc2ccccc2cc1C(=O)NCc1ccncc1 was read as CDK5 p35 inh -0.1, C-LANA FP 1.0, PfHsp90 set2 15.0, PvdQ acylase 1.8, NSD2 HMT inh 0.9, cardiac RTF act -3.6, Mot1-301 SUMO 3.8, Keap1 Nrf2 FP -0.9, Cardiac RTF inh -4.2, Rtt109 HAT inh 3.9 and dFosB act -4.6.
`C#Cc1ccc([C@@H]2C=C(C(=O)OCC=C)O[C@H](OCCCCO)C2)cc1` gave CDK5 p35 inh -1.7, C-LANA FP -0.5, PfHsp90 set2 18.5, PvdQ acylase -15.5, cardiac RTF act 21.9, Mot1-301 SUMO -21.1, Keap1 Nrf2 FP -2.6, Cardiac RTF inh -0.8, Rtt109 HAT inh 5.9 and dFosB act -3.2.
For Nc1nc(SCC(=O)c2ccc([N+](=O)[O-])cc2)n[nH]1 the results were CDK5 p35 inh 1.4, C-LANA FP -1.7, PfHsp90 set2 -3.9, PvdQ acylase 4.8, NSD2 HMT inh 1.9, cardiac RTF act 3.3, Mot1-301 SUMO -3.7, Keap1 Nrf2 FP -0.3, Cardiac RTF inh -3.8 and dFosB act -2.6.
CCN(CC(=O)Nc1ccc2c(c1)OCCO2)C(=O)C(C)Oc1ccc(Cl)cc1 (centres undefined) was read as CDK5 p35 inh -0.2, C-LANA FP 0.4, PvdQ acylase -9.4, NSD2 HMT inh 1.2, cardiac RTF act -1.3, Mot1-301 SUMO -15.6, Keap1 Nrf2 FP -3.3, Cardiac RTF inh -1.0, Rtt109 HAT inh 5.0 and dFosB act -9.6.
For Cc1nn(C)c(C(=O)NC(=S)Nc2ccccc2Br)c1Cl the results were CDK5 p35 inh 0.8, C-LANA FP 1.3, PfHsp90 set2 -23.1, PvdQ acylase -10.9, NSD2 HMT inh -0.8, cardiac RTF act -3.4, Mot1-301 SUMO -5.2, Keap1 Nrf2 FP -3.9, Cardiac RTF inh -12.6, Rtt109 HAT inh -3.5 and dFosB act -9.9.
O=c1cc(-c2ccccc2)[nH]n1-c1nc2ccccc2s1 was read as CDK5 p35 inh 0.1, C-LANA FP 1.2, PfHsp90 set2 -42.4, PvdQ acylase -11.2, NSD2 HMT inh -0.9, cardiac RTF act 3.4, Mot1-301 SUMO -5.3, Keap1 Nrf2 FP 3.1, Cardiac RTF inh -9.8, Rtt109 HAT inh 0.4 and dFosB act -5.9.
Screening Cn1c(SCC(=O)Nc2ccccc2F)nnc1-c1ccc(S(=O)(=O)N2CCOCC2)cc1 returned CDK5 p35 inh -1.3, C-LANA FP 1.7, PfHsp90 set2 14.9, PvdQ acylase 10.6, NSD2 HMT inh -1.3, cardiac RTF act 7.2, Mot1-301 SUMO 4.5, Keap1 Nrf2 FP -4.2, Cardiac RTF inh -8.6, Rtt109 HAT inh -7.9 and dFosB act -8.5.
For O=C(Nc1nccs1)c1ccccn1 the results were CDK5 p35 inh 1.8, C-LANA FP -2.3, PfHsp90 set2 7.6, PvdQ acylase 4.0, NSD2 HMT inh -31.1, cardiac RTF act 1.1, Mot1-301 SUMO -6.4, Keap1 Nrf2 FP 1.6, Cardiac RTF inh -0.2, Rtt109 HAT inh -9.3 and dFosB act 0.6.
`CCc1ccc(C(=O)Nc2ccc(OC)c(S(=O)(=O)N3CCCCC3)c2)cc1` gave CDK5 p35 inh -1.1, C-LANA FP 0.2, PfHsp90 set2 0.2, PvdQ acylase -8.3, cardiac RTF act -4.1, Mot1-301 SUMO 7.0, Keap1 Nrf2 FP 0.9, Cardiac RTF inh 6.2, Rtt109 HAT inh 3.8 and dFosB act -5.5.
`O=c1c2ccccc2sc2c(CO)ccc(NCCN3CCCCC3)c12` gave CDK5 p35 inh -0.2, C-LANA FP -3.1, PfHsp90 set2 5.0, PvdQ acylase -7.5, NSD2 HMT inh 17.7, cardiac RTF act -0.5, Keap1 Nrf2 FP -2.3, Cardiac RTF inh -3.0, Rtt109 HAT inh 2.5 and dFosB act 1.3.
`Cn1cc(Br)cc2nc(C(F)(F)F)nc1-2` gave CDK5 p35 inh -1.2, C-LANA FP -1.4, PfHsp90 set2 -11.4, PvdQ acylase -6.0, NSD2 HMT inh -1.8, cardiac RTF act 4.2, Mot1-301 SUMO -6.8, Keap1 Nrf2 FP 2.2, Cardiac RTF inh -9.4, Rtt109 HAT inh -3.6 and dFosB act -11.8.
Cc1ccc(-c2cccc(-c3cc(=O)oc4ccc(C(C)(C)C)cc34)c2)cc1 was read as CDK5 p35 inh 2.3, C-LANA FP 0.8, PfHsp90 set2 -22.8, PvdQ acylase 9.9, cardiac RTF act 0.0, Keap1 Nrf2 FP -6.0, Cardiac RTF inh -3.4, Rtt109 HAT inh 11.2 and dFosB act 3.9.
For Cc1ccc(OCCCc2c(C)n[nH]c2C)cc1 the results were CDK5 p35 inh -0.1, C-LANA FP 1.5, PfHsp90 set2 -15.5, PvdQ acylase -7.4, NSD2 HMT inh -4.5, cardiac RTF act -0.4, Mot1-301 SUMO 10.3, Keap1 Nrf2 FP 0.9, Cardiac RTF inh 4.6, Rtt109 HAT inh -1.9 and dFosB act -3.6.
O=C(c1ccco1)N1CCC(c2nc3c(nnn3Cc3ccc(F)cc3)c(=O)[nH]2)CC1 was read as CDK5 p35 inh -0.2, C-LANA FP 0.0, PfHsp90 set2 32.1, PvdQ acylase -17.9, NSD2 HMT inh 5.3, cardiac RTF act -4.1, Mot1-301 SUMO -19.1, Keap1 Nrf2 FP -2.2, Cardiac RTF inh -4.5, Rtt109 HAT inh 3.2 and dFosB act -13.3.
Screening CCOc1ccccc1N1CCN(C(=O)c2ccncc2)CC1 returned CDK5 p35 inh 0.1, C-LANA FP 2.7, PfHsp90 set2 -18.6, PvdQ acylase 8.1, NSD2 HMT inh -1.0, cardiac RTF act -8.2, Mot1-301 SUMO -3.6, Keap1 Nrf2 FP -2.3, Cardiac RTF inh -3.0, Rtt109 HAT inh 51.5* and dFosB act -4.7.
For O=C(Nc1c(Cl)cccc1Cl)C1CCN(C(=O)c2cccs2)CC1 the results were CDK5 p35 inh -2.6, C-LANA FP -0.3, PfHsp90 set2 9.4, PvdQ acylase -11.1, NSD2 HMT inh -2.4, cardiac RTF act 7.6, Mot1-301 SUMO -10.5, Keap1 Nrf2 FP -1.2, Cardiac RTF inh 6.4, Rtt109 HAT inh 2.0 and dFosB act -2.6.
Screening Cc1nnc(NC(=O)CCNC(=O)c2ccccc2Cl)s1 returned CDK5 p35 inh -2.6, C-LANA FP 0.3, PfHsp90 set2 -12.9, PvdQ acylase -14.6, NSD2 HMT inh -5.0, cardiac RTF act 7.1, Mot1-301 SUMO 2.2, Keap1 Nrf2 FP -2.0, Cardiac RTF inh 5.1, Rtt109 HAT inh -1.5 and dFosB act -1.9.
Screening O=C1CCCN1c1ccc(C(=O)N(Cc2nnc(-c3ccccc3Cl)o2)C2CC2)cc1 returned CDK5 p35 inh 0.0, C-LANA FP -1.3, PvdQ acylase 9.3, NSD2 HMT inh 0.3, cardiac RTF act -3.5, Mot1-301 SUMO 387.2, Keap1 Nrf2 FP 0.1, Cardiac RTF inh -12.9, Rtt109 HAT inh 18.2 and dFosB act -5.8.
COc1ccc(C(C(=O)OCCN(C)C)c2ccccc2)cc1 (centres undefined) was read as CDK5 p35 inh 1.0, C-LANA FP -0.2, PfHsp90 set2 -9.5, PvdQ acylase -8.4, NSD2 HMT inh 1.1, cardiac RTF act 4.6, Mot1-301 SUMO -1.3, Keap1 Nrf2 FP 2.5, Cardiac RTF inh -13.6, Rtt109 HAT inh -24.8 and dFosB act 3.0.

Compound activity (PubChem)
